TAAR1 antag: human TAAR1 antagonism; Q96RJ0; CHO RD-HGA16 TAAR1, Fluo-8 calcium fluorescence, antagonist; inhibition, % at 3 µM; 1.5% of 360,000 active;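 active = inhibition above a per-plate cutoff, the mean inhibition of test compounds on that plate plus 3 SD, cut at about 49% in these data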;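 note: 0% = DMSO plus EC80 beta-PEA response and 100% = DMSO alone without agonist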
Target sequence (Q96RJ0 whole entry, looked up): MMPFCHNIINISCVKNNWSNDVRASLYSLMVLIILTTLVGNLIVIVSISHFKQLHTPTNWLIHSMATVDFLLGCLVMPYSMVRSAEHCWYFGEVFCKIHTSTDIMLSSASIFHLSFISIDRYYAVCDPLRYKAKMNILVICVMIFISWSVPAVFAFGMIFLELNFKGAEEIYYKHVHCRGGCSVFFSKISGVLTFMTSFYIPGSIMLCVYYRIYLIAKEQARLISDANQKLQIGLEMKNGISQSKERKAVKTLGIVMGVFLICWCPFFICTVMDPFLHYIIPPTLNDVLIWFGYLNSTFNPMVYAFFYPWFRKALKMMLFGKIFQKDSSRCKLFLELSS
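Material: RD-HGA16 CHO cells with stable hTAAR1 and Gα16; Dosing: single nominal final test compound concentration of 3 µM; Schedule: seeding 17-24 h prior, 75-min 37 °C, 30-min RT dye loading; Detection: kinetic Fluo-8 calcium fluorescence measurement; Measure: % inhibition from peak post-agonist over basal fluorescence ratio; Benchmarks: vehicle and agonist controls.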
CHO parental Ca: counter-screen for OX1R antagonists: effect in parental CHO cells; inhibition, % at 5.6 µM; parental CHO-K1, ATP-induced calcium, Fluo-8 fluorescence; AID 463079; 0.63% of 330,000 active;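 active = inhibition above that plate's mean sample inhibition plus 3 SD, cut at about 26% in these data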;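 note: 0% = ATP-challenged DMSO wells and 100% = DMSO wells without ATP; some compounds past the cut are filed as inactive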
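Material: parental CHO cells / Compound: single nominal dose of 5.6 µM per compound / Signal: Fluo-8 fluorescence / Replicates: singlicate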
CHRM1 PAM: potentiates human M1 receptor response to acetylcholine | P11229 | activation, % at 3 µM | 0.088% of 360,000 active | CHO-K1 hM1, Fluo-8 calcium fluorescence, ACh EC20; 0% = ACh EC20, 100% = maximal ACh; in the data active = activation above about 19%, passing the limit was not always enough
OXTR ag: agonists of human oxytocin receptor | P30559 | CHO-OTR cells, Fluo-8 calcium fluorescence; normalized: DMSO 0%, oxytocin 100% | activation, % at 3 µM | 0.32% of 320,000 active | AID 2435;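 active = activation above the mean of all tested compounds plus 3 SD, cutoff set per screening run, cut at about 20% in these data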;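 note: peak over basal fluorescence ratio from a 100 s FLIPR kinetic read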
CHRM1 agonist: human M1 muscarinic receptor agonism; AID 588814; activation, % at 3 µM; CHO-K1 hM1, Fluo-8 calcium fluorescence, agonist mode; 0% DMSO, 100% acetylcholine EC100; 0.33% of 360,000 active;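 active = activation above the run's mean compound activation plus 3 SD, cut at about 16% in these data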;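 note: peak over basal fluorescence ratio within a 140 s kinetic read after compound addition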
TAAR1 ag: human TAAR1 agonism; activation, % at 3 µM; 0.99% of 360,000 active; CHO RD-HGA16 TAAR1, Fluo-8 calcium fluorescence; vehicle wells 0%, saturating PEA agonist 100%; Q96RJ0;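 active = activation above the mean activation of all test compounds in the run plus 3 SD, cut at about 38% in these data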
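System: CHO RD-HGA16 cells carrying human TAAR1 plus Gα16; Incubation: 17-24 h seeding, 75 min 37 °C dye, 30 min RT; Measured by: Fluo-8 fluorescence, 5 s baseline then 140 s kinetic read; Control set: DMSO and PEA EC100; Replication: single well for each compound.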
OXTR potentiator: potentiates the human oxytocin receptor response; P30559; CHO-OTR cells, Fluo-8 calcium fluorescence, potentiator mode; 0% = oxytocin EC15, 100% = EC100; activation, % at 3 µM; 0.061% of 320,000 active; AID 2445;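 active = activation above that plate's cutoff, the mean activation of tested compounds plus 3 SD, cut at about 6.6% in these data, passing the limit was not always enough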;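 note: 100% uses oxytocin at 75 nM as the full agonist control; some results filed as inactive read as strong as hits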
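test system = CHO-OTR cells, human receptor | compound = single-point 3.0 µM | schedule = 6 min compound pre-incubation at room temperature, 100 s kinetic read | signal = Fluo-8 no-wash calcium dye fluorescence, excitation 470-495 nm, emission 515-575 nm | repeats = single well per compound, singlicate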
V1R ag counter: activates human V1a receptor in oxytocin agonist counter-screen. P37288. CHO-V1R cells, Fluo-8 calcium fluorescence, agonist mode; 0% DMSO, 100% 3 nM vasopressin. activation, % at 3 µM. 0.25% of 320,000 active;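 active = activation above the mean activation of all tested compounds plus 3 SD, per screening run, cut at about 20% in these data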;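 note: signal is peak over basal fluorescence ratio across a 100 second FLIPR read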
Target sequence (P37288 whole entry, looked up): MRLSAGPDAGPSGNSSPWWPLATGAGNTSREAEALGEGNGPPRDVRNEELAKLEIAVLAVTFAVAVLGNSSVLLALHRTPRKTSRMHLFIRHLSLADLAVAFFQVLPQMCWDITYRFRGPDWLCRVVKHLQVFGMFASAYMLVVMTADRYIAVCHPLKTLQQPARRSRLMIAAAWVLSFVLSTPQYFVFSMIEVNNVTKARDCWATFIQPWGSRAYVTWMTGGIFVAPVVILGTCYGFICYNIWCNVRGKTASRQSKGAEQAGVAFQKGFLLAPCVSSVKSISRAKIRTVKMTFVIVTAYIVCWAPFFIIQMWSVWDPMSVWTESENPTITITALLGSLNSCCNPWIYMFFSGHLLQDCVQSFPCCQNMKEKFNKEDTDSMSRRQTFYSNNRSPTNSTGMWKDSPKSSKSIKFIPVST
M1 antag: human CHRM1 antagonism. P11229. CHO-K1 hM1, Fluo-8 calcium fluorescence, ACh EC80 antagonist. 1.3% of 360,000 active. AID 588852. inhibition, % at 3 µM;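 active = percent inhibition above its own plate's cutoff, namely the mean of that plate's compound wells plus 3 SD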;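 note: peak over basal fluorescence ratio during 140 s after agonist addition; 0% = ACh EC80 plus DMSO and 100% = DMSO alone without agonist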
Starred values were filed as active, the others as inactive; . = no result given.

SMILES	TAAR1 antag	CHO parental Ca	CHRM1 PAM	OXTR ag	CHRM1 agonist	TAAR1 ag	OXTR potentiator	V1R ag counter	M1 antag
CCOC(=O)c1ccc(NC(=S)NCCc2ccccc2)cc1	4	60*	-8	9.3	1	39*	-16	11	24
COc1ccc(CCN2CC(C(=O)NCCCc3ccncc3)CCC2=O)cc1 (stereo not given)	-6	.	16	.	8	1	.	.	-1
Cc1ccc2c(CC(=O)N(CC3CCCO3)c3c(N)n(Cc4ccccc4)c(=O)[nH]c3=O)coc2c1 (stereo not given)	-20	-18	6	0.2	-3	2	-6	0.7	1
O=S(=O)(Nc1nc2ccccc2nc1N1CCc2ccccc2C1)c1ccc(Br)cc1	-14	-20	5	0.1	-11	16	-9	0.9	-3
c1ccc(-c2nc(-c3cccnc3)n[nH]2)cc1	8	-7	.	-0.5	.	2	2	0.5	.
COc1ccc(Cl)cc1NC(=O)CN(C)CC(=O)Nc1ccc(S(N)(=O)=O)cc1	11	-20	8	0.3	-6	3	6	-0.2	-7
CSC1=NCCN1C(=O)c1cccs1	-12	-9	5	-0.2	-3	0	-2	0.1	-6
C=CCNC(=O)COc1ccc(Br)cc1Cl	-5	-12	-1	-2.3	-6	8	-18	-0.5	1
O=C(COC(=O)c1ccc[nH]c1=O)Nc1ccc(N2CCCCC2)cc1	-7	3	5	0.8	-1	0	-5	0.3	-8
Nc1nc(NC2CCCC2)cc(=O)[nH]1	8	.	10	.	0	0	.	.	-17
CCn1cc(/C=C(/C#N)S(=O)(=O)c2ccccc2)cn1	25	-6	1	2.0	-1	8	-8	1.8	-5
O=C(CS(=O)(=O)c1cn(Cc2cccc(F)c2)c2ccccc12)N1CCOCC1	5	-17	6	1.8	-1	4	-8	2.0	-7
Cc1c2cnn(CC(=O)NCCCN3CC(C)CC(C)C3)c(=O)c2c(C)n1Cc1ccccc1Cl (stereo not given)	-5	-27	-2	0.0	-5	0	-10	0.8	-6
COc1cc(NC(=O)c2ccc(Br)o2)c(C(=O)O)cc1OC	-17	-20	3	-0.3	-5	4	-2	0.1	3
CC(C)CNC(=O)c1cccc2c(-c3cccc(C(N)=O)c3)coc12	-18	.	-14	.	2	-1	.	.	14
CNC(=S)N1CCN(c2ccccc2OC)CC1	-2	-2	12	-0.1	1	8	7	0.0	-9
COc1cc(OC)cc(C(=O)N[C@H](C(=O)OCC(=O)NC(=O)c2cccn2C)C(C)C)c1	7	-29	5	-2.4	-3	7	-1	-0.9	0
OC(CN1C2=NCCCN2c2ccccc21)c1ccc2c(c1)OCO2 (stereo not given)	-13	-8	7	0.8	-6	5	4	1.2	-11
O=C1C(Br)=Cc2cccc3cccc1c23	5	-9	12	-0.4	-2	-2	0	-0.2	-4
CCCCN1C(=O)C(CC(=O)NCCCN(C)C)CC(C(=O)N(CC)CC)=C1C (stereo not given)	-12	.	-1	.	-5	0	.	.	1
Cc1nc([N+](=O)[O-])cn1CC(O)c1ccccc1 (stereo not given)	-9	-16	13	0.4	-4	4	-4	3.2	-13
COc1ccc(-c2c(-c3cc(OC)cc(OC)c3)n(C)c3ccc(Br)cc23)cc1	8	-3	1	1.3	-2	1	-4	-0.1	10
CC(N=c1ccccn1C(=O)Nc1cccc(C(F)(F)F)c1)c1ccco1 (stereo not given)	6	1	3	-0.4	-2	7	-10	0.2	-2
N#CCSc1nc2c(c(=O)n1Cc1ccco1)C1(CCCC1)Cc1ccccc1-2	19	-22	0	0.0	-2	0	-10	0.6	-28
Cc1ccc([C@H]2N[C@]3(CCCN(Cc4ccco4)C3=O)[C@H]3C(=O)N(Cc4ccccc4)C(=O)[C@@H]23)cc1	-28	.	-7	.	-3	0	.	.	4
COc1ccc(OC)c(NC(=O)C2(C)CCN2C(=O)Cc2ccccc2)c1 (stereo not given)	-11	.	6	.	-1	2	.	.	-18
C[C@@H]1CN([C@@H](C)CO)C(=O)c2cc(NC(=O)CCC(F)(F)F)ccc2O[C@H]1CN(C)Cc1ccc(Cl)c(Cl)c1	-14	-31	2	0.9	-8	0	-7	-0.3	-14
O=C(Nc1ccccc1Cl)OCC#CCOC(=O)Nc1ccccc1Cl	43	.	-9	.	-4	0	.	.	2
Fc1cccc(F)c1/C=N/N1CCOCC1	-22	-13	11	0.6	1	0	-3	0.3	-2
Cc1ccc(C)c(OCCC(=O)OCC(=O)NC2CC2)c1	-3	1	6	0.1	-3	3	-8	0.0	-6
CCCCNC(=O)CSc1nc2cc3c(cc2c(=O)n1Cc1ccco1)OCO3	24	-4	1	-1.1	-7	0	1	0.2	4
CC1(C(=O)NC2CCCC2)CCC(=O)N1CCC1=CCCCC1 (stereo not given)	-19	-7	5	0.0	-2	26	-4	-0.1	-19
CCCOc1cccc(-c2cc(C(=O)NN)c3ccccc3n2)c1	-15	-40	2	1.5	-4	2	-11	2.5	-2
CCCCCCNC(=O)CCNC(=O)c1cc(OC)c(OC)c(OC)c1	5	-6	7	-0.1	-4	8	0	0.1	-7
CCOC(=O)/C=C/C(=O)OCc1csc(CC(=O)Nc2ccccc2C)n1	-12	-23	2	-1.4	-4	-1	-2	1.4	-6
CCOc1cc(NC(=O)c2ccccn2)c(OCC)cc1NC(=O)c1ccc(OC)cc1	-7	-20	7	-0.5	-5	-2	3	0.1	-6
O=C(Cc1ccc(NC(=O)C2CCN(C(=O)C3CCC3)CC2)cc1)Nc1cccc(C(=O)N2CCCC2)c1	-11	.	10	.	-6	-2	.	.	-20
COc1ccc(CNC(=O)C(OC(=O)c2ccco2)c2ccccc2F)cc1 (stereo not given)	19	-1	0	-1.6	-7	0	-9	0.0	1
CC(OC(=O)C1=NNC(=O)CC1)C(=O)Nc1ncc(Cl)cc1Cl (stereo not given)	-6	1	4	1.3	-2	2	-4	0.3	11
COc1ccc(C(=O)NCc2cnn(C)c2C)cc1OC1CCN(C(C)C)CC1	-8	-2	5	0.2	-6	0	-5	0.4	-2
Cc1ccc(C(=O)NNS(=O)(=O)c2ccccc2[N+](=O)[O-])cc1	8	-9	-2	-0.2	-4	16	-8	1.6	-6
COc1ccccc1-n1c(SCC(=O)NCc2ccc3c(c2)OCO3)nc2cc([N+](=O)[O-])ccc21	40	-6	1	-1.5	-8	2	-6	-0.1	-5
Oc1ccc(/C=N/n2c3ccccc3c3ccccc32)cc1	11	-10	0	-0.8	-4	8	1	0.7	8
Cc1ccc(OC(=O)CCC(=O)N2CCc3ccccc32)cc1	4	9	1	-0.8	-7	4	-7	0.2	-4

Among those listed so far, these contain a halogen:
SMILES	TAAR1 antag	CHO parental Ca	CHRM1 PAM	OXTR ag	CHRM1 agonist	TAAR1 ag	OXTR potentiator	V1R ag counter	M1 antag
O=S(=O)(Nc1nc2ccccc2nc1N1CCc2ccccc2C1)c1ccc(Br)cc1	-14	-20	5	0.1	-11	16	-9	0.9	-3
COc1ccc(Cl)cc1NC(=O)CN(C)CC(=O)Nc1ccc(S(N)(=O)=O)cc1	11	-20	8	0.3	-6	3	6	-0.2	-7
C=CCNC(=O)COc1ccc(Br)cc1Cl	-5	-12	-1	-2.3	-6	8	-18	-0.5	1
O=C(CS(=O)(=O)c1cn(Cc2cccc(F)c2)c2ccccc12)N1CCOCC1	5	-17	6	1.8	-1	4	-8	2.0	-7
Cc1c2cnn(CC(=O)NCCCN3CC(C)CC(C)C3)c(=O)c2c(C)n1Cc1ccccc1Cl (stereo not given)	-5	-27	-2	0.0	-5	0	-10	0.8	-6
COc1cc(NC(=O)c2ccc(Br)o2)c(C(=O)O)cc1OC	-17	-20	3	-0.3	-5	4	-2	0.1	3
O=C1C(Br)=Cc2cccc3cccc1c23	5	-9	12	-0.4	-2	-2	0	-0.2	-4
COc1ccc(-c2c(-c3cc(OC)cc(OC)c3)n(C)c3ccc(Br)cc23)cc1	8	-3	1	1.3	-2	1	-4	-0.1	10
CC(N=c1ccccn1C(=O)Nc1cccc(C(F)(F)F)c1)c1ccco1 (stereo not given)	6	1	3	-0.4	-2	7	-10	0.2	-2
C[C@@H]1CN([C@@H](C)CO)C(=O)c2cc(NC(=O)CCC(F)(F)F)ccc2O[C@H]1CN(C)Cc1ccc(Cl)c(Cl)c1	-14	-31	2	0.9	-8	0	-7	-0.3	-14
O=C(Nc1ccccc1Cl)OCC#CCOC(=O)Nc1ccccc1Cl	43	.	-9	.	-4	0	.	.	2
Fc1cccc(F)c1/C=N/N1CCOCC1	-22	-13	11	0.6	1	0	-3	0.3	-2
COc1ccc(CNC(=O)C(OC(=O)c2ccco2)c2ccccc2F)cc1 (stereo not given)	19	-1	0	-1.6	-7	0	-9	0.0	1
CC(OC(=O)C1=NNC(=O)CC1)C(=O)Nc1ncc(Cl)cc1Cl (stereo not given)	-6	1	4	1.3	-2	2	-4	0.3	11

Bioassay records: PubChem, The Scripps Research Institute Molecular Screening Center
